Sm TGR block = inhibitors of Schistosoma mansoni thioredoxin glutathione reductase; Q962Y6; purified TGR, DTNB reduction, TNB absorbance 405 nm; Potency, µM (highest dose often 114 µM), for inactives: at the top dose activity change, negative = inhibition, usual class: inhibitors; 360,000 compounds, 3% hits; also: nearly all actives have a fitted effect of over 60% in size
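TGR 20 nM + NADPH 100 uM (dispensed conc.), cpd preinc 15 min RT; start with NADPH (500 uM addition) then DTNB (15 mM addition). Kinetic TNB absorbance, 405 nm filter. Four-parameter Hill fit across titration.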
Pf growth 96h = P. falciparum growth inhibition at 96 hour, primary screen for plastid delayed-death inhibitors | P. falciparum luciferase reporter growth, 96 h | 320,000 compounds, 6.9% hits | Potency, µM (highest dose often 28.7 µM), inactives show at the highest dose activity change, negative = inhibition, hits mostly inhibitors
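96 h incubation, 37 C, 5% CO2, of luciferase-reporter P. falciparum-infected RBCs (2% hematocrit, 0.05% parasitemia final) with test compounds; endpoint luminescence.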
TbPYK inhibitor = T. brucei pyruvate kinase inhibition | Q57TT1 | TbPYK enzyme, Kinase-Glo Plus ATP luminescence, 45 min | AID 624173 | 410,000 compounds, 0.12% hits | Potency, µM (titrated, usually from 76.8 µM), for inactives: at the highest dose activity, negative = inhibition, hits mostly inhibitors; also: nearly all actives have a fitted effect of over 50% in size
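In this concentration-response screen, enzyme-free wells defined baseline while DMSO plates tracked drift. Each reaction combined TbPYK, substrate, compound and 130 uM ADP for 45 min at room temperature. Kinase-Glo Plus luminescence gave the signal.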
HCV inhibitor = inhibitors of hepatitis C virus infection | Potency, µM (top dose mostly 41.8 µM), inactives show at the highest dose activity change, negative = inhibition, usual class: inhibitors | 340,000 compounds, 3.4% hits | AID 651820 | Huh7.5.1 HCVcc-Cre infection, luciferase reporter, 44 h
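Cells seeded at 1,000/well and cultured 4 h, then compounds added followed by HCVcc-Cre virus (~0.5 moi). After 44 h further culture, luciferase substrate was added, plates held 15 min at room temperature, and luminescence read for 15 sec.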
LmPK inh = inhibitors of Leishmania mexicana pyruvate kinase. Q27686. purified LmPK, Kinase-Glo ATP luminescence, 1 h. Potency, µM (highest dose often 57.5 µM), inactives show at the highest dose activity change, negative = inhibition, most hits filed as inhibitors. 290,000 compounds, 0.37% hits. AID 1721
Target sequence (Q27686 whole entry, looked up): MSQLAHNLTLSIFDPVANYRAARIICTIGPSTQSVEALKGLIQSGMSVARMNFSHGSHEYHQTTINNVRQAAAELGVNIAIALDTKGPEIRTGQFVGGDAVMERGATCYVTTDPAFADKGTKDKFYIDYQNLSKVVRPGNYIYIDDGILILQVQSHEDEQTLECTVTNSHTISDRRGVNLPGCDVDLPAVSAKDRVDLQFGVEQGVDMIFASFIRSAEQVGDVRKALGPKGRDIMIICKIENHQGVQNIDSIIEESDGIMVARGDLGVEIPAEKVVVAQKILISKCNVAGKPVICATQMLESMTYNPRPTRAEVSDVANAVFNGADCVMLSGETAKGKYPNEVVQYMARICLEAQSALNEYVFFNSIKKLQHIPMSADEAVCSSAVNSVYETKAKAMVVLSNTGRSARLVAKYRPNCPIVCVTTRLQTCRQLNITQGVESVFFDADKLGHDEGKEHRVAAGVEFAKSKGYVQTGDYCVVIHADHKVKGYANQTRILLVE
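0.1 nM LmPK, 0.5 mM PEP, 0.1 mM ADP; 50 mM imidazole pH 7.2, 7 mM MgCl2, 50 mM KCl; 1 h RT. Kinase-Glo luminescence readout, normalized to no-enzyme (full inhibition) and uninhibited wells.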
Pf growth 48h = inhibits P. falciparum growth in the first generation, 48 h; P. falciparum luciferase growth in erythrocytes, 48 h; AID 504832; Potency, µM (top dose mostly 28.7 µM), inactives show top-dose activity change, negative = inhibition, usual class: inhibitors; 310,000 compounds, 5.9% hits
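Read-out is firefly luciferase luminescence from an integrated reporter in P. falciparum, so falling signal marks reduced parasite growth. Infected erythrocytes were at 2% hematocrit and 0.1% parasitemia (final) in Albumax-supplemented RPMI 1640.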
The depositor's hits bear a star; ? = inconclusive; nt = no result given; & = joins results of further samples; [ ] = remark or other dose. Calls follow the shape of the dose curve; as a rule, active = well fitted curve in the direction sought with a large enough effect; inconclusive = small, poorly fitted or top-dose-only effect, or another doubt; inactive = no such curve, though single readings can be large; an effect the other way counts as inactive or inconclusive. % is scaled to controls: 0 for no effect and ±100 for the full control effect; potency is read from the fitted curve at half-maximal effect.

Key to letters: A = Sm TGR block; B = Pf growth 96h; C = TbPYK inhibitor; D = HCV inhibitor; E = LmPK inh; F = Pf growth 48h
1	C=Cn1cc[n+](CC(=O)c2cccs2)c1
  A: -1.9% | B: 6.57µM* | C: -0.6% | D: 6.5% | E: 0.0% | F: ?

2	Cc1ccc(C(=O)NC(=S)NCc2cccnc2)cc1
  A: -28.6% | B: -36.5% | C: 5.0% | D: -16.5% | E: 0.0% | F: 19.2%

3	C=CCn1c(SCC(=O)NC(=O)Cc2ccccc2)nc2ccccc2c1=O
  A: 89.1µM* | B: 3.2% | C: 2.6% | D: -25.4% | E: nt | F: 0.6%

4	Cc1ccc(-c2cc(-c3ccccc3)cc(-c3ccccc3)[n+]2-c2ccccc2C(=O)O)cc1
  A: 1.9% | B: 2.94µM* | C: 4.8% | D: ? | E: nt | F: 10.4µM*

5	O=C(c1ccc2c(c1)N(Cc1ccccc1)CCS2)N1CCC2(CC1)OCCO2
  A: -4.7% | B: 12.3% | C: -1.2% | D: ? | E: 4.3% | F: ?

6	CS(=O)(=O)N1CCCC(C(=O)Nc2ccccc2C(F)(F)F)C1 (stereo unspecified)
  A: -8.4% | B: ? | C: 4.7% | D: 15.8% | E: 0.6% | F: 45.1%[activator]

7	Cc1ccc(S(=O)(=O)CCc2nc3ccccc3s2)cc1
  A: -3.7% | B: ? | C: -4.3% | D: 7.4% | E: -2.9% | F: 33.9%[activator]

8	COc1ccc(CN2CCN(C(=O)c3ccc(CNS(=O)(=O)c4ccc(C)cc4)cc3)CC2)c(OC)c1OC
  A: -19.2% | B: -2.4% | C: -0.5% | D: -0.4% | E: 2.2% | F: -22.2%

9	O=C(CCC1CCCCC1)Nc1cc(C(F)(F)F)ccc1N1CCOCC1
  A: 1.9% | B: 13.1µM* | C: 1.6% | D: 0.8%[8.37 µM] | E: nt | F: 11.7µM*

10	Cc1ccc(C(=O)NNC(=O)CSc2nnc3c(n2)[nH]c2ccc(C)cc23)cc1
  A: 3.0% | B: 162.0%[activator] | C: 0.4% | D: -6.0% | E: 1.2% | F: 6.8%

11	CC(=O)Nc1c(NC(C)C)c2ccccc2oc1=O
  A: 5.9% | B: 39.7%[activator] | C: -4.0% | D: -28.9% | E: -5.5% | F: 4.4%

12	O=C(NC(c1cccnc1)C(F)(F)F)c1cc(COc2ccc3c(c2)CCCC3)on1 (stereo unspecified)
  A: 2.6% | B: 7.8% | C: -0.5% | D: 4.47µM* | E: 11.7% | F: ?

13	CCOC(=O)c1sc(NC(=O)c2ccc3ncsc3c2)nc1C
  A: 3.5% | B: 17.9% | C: -0.9% | D: -8.6% | E: 2.2% | F: -11.1%

14	CCOc1ccccc1NC(=O)NNC(=O)COc1cccc(C)c1C
  A: 0.1% | B: 22.0% | C: -1.3% | D: ? | E: 5.2% | F: -9.8%

15	COC(=O)c1ccccc1S(=O)(=O)N(Cc1cc2ccc(OC)cc2[nH]c1=O)CC1CCCO1 (stereo unspecified)
  A: 0.3% | B: ? | C: -1.9% | D: 8.9%&6.7% | E: 0.4% | F: -24.5%

Record cards (already shown). Order of values: Sm TGR block, Pf growth 96h, TbPYK inhibitor, HCV inhibitor, LmPK inh, Pf growth 48h
Results for `C=CCn1c(SCC(=O)NC(=O)Cc2ccccc2)nc2ccccc2c1=O` : 89.1µM*, 3.2%, 2.6%, -25.4%, nt, 0.6%
Results for `Cc1ccc(C(=O)NC(=S)NCc2cccnc2)cc1` : -28.6%, -36.5%, 5.0%, -16.5%, 0.0%, 19.2%
Results for `C=Cn1cc[n+](CC(=O)c2cccs2)c1` : -1.9%, 6.57µM*, -0.6%, 6.5%, 0.0%, ?

Carrying on:
Key to letters: A = Sm TGR block; B = Pf growth 96h; C = TbPYK inhibitor; D = HCV inhibitor; E = LmPK inh; F = Pf growth 48h
16	O=C(NCc1ccccc1)C(=O)NCC1OCCN1S(=O)(=O)c1ccc2c(c1)OCCO2 (stereo unspecified)
  A: -9.7% | B: ? | C: 8.8% | D: -5.2%[8.37 µM] | E: -0.2% | F: -6.5%

17	CCOc1ccc(/C(O)=C2\C(=O)C(=O)N(c3cc(C)on3)C2c2ccccc2OC)cc1 (stereo unspecified)
  A: -30.4% | B: -20.8% | C: 0.4% | D: 8.4% | E: 6.1% | F: -7.1%

18	CC(C)(C)CN1CCNC(=O)C1CC(=O)N1CCC(C(=O)N2CCOCC2)CC1 (stereo unspecified)
  A: nt | B: 2.7% | C: 3.8% | D: 3.5% | E: 1.7% | F: 10.5%

19	CN1CCc2c(sc(N)c2C(=O)O)C1
  A: 4.8% | B: 208.9%[activator] | C: 5.2% | D: -4.0% | E: -2.6% | F: 17.5%

20	CN(C)CC/C=C1\c2cc(F)ccc2CSc2ccccc21
  A: -0.9% | B: ? | C: -0.8% | D: ? | E: 0.7% | F: 13.1µM*

21	Cc1sc(NC(=S)Nc2ccc(F)cc2)c(C(N)=O)c1C
  A: 4.1% | B: 0.0% | C: -20.6% | D: 5.8% | E: -0.6% | F: 33.8%[activator]

22	O=C(CC12CC3CC(CC(C3)C1)C2)N/N=C\c1ccc[nH]1
  A: -0.6% | B: ? | C: -0.2% | D: 0.8% | E: 0.6% | F: -14.5%

23	COc1ccccc1CNC(=O)[C@@H]1CCCN1S(=O)(=O)c1ccccc1F
  A: -28.9% | B: 7.0% | C: -3.4% | D: -13.4% | E: -3.4% | F: -10.0%

24	O=P(Cc1ccccn1)(c1ccccc1)c1ccccc1
  A: 3.6% | B: ? | C: -3.5% | D: 12.9% | E: 1.2% | F: -1.5%

25	COc1ccc(NC(=O)CNC(=O)C2CCCCC2)cc1
  A: 0.3% | B: -11.4% | C: -2.8% | D: 10.0% | E: 5.8% | F: 54.8%

26	Clc1cccc2c1CCN(Cc1nc(-c3cnccn3)no1)C2
  A: nt | B: ? | C: 1.3% | D: -29.4% | E: -0.4% | F: ?

27	C/C(=N\NC(=O)c1ccc(OC2CCCC2)cc1)c1ccc(O)cc1
  A: 4.1% | B: 13.1µM* | C: -3.4% | D: -28.5% | E: -3.5% | F: ?

28	Cc1nn(-c2ccccc2)c(C)c1CCC(=O)O
  A: 6.5% | B: 0.0% | C: 2.9% | D: 16.2% | E: -4.4% | F: 2.2%

29	COc1cc(C(=O)OCC(=O)NC2CCCC2)cc(OC)c1OC
  A: -0.5% | B: 23.1% | C: 2.5% | D: 8.6% | E: 2.6% | F: 17.0%

30	Cc1ccc(C)c(C(=O)COC(=O)CN2C(=O)C3C4C=CC(C4)C3C2=O)c1 (stereo unspecified)
  A: ? | B: -6.1% | C: 0.2% | D: 15.2% | E: -2.2% | F: -22.5%

31	Cc1ccc2nc(SCC(=O)Nc3ccc(C(N)=O)cc3)[nH]c2c1
  A: 25.0% | B: ? | C: -0.9% | D: 18.4% | E: 5.6% | F: -19.6%

32	O=C1C2C(c3ccccc3)CC=CC2[C@H](c2ccc(C(F)(F)F)cc2)N1Cc1ccccc1 (stereo partly specified)
  A: -1.6% | B: ? | C: -2.8% | D: -18.0% | E: 3.9% | F: 3.29µM*

Compounds from the list above containing an aryl methoxy group (6):
Key to letters: A = Sm TGR block; B = Pf growth 96h; C = TbPYK inhibitor; D = HCV inhibitor; E = LmPK inh; F = Pf growth 48h
8	COc1ccc(CN2CCN(C(=O)c3ccc(CNS(=O)(=O)c4ccc(C)cc4)cc3)CC2)c(OC)c1OC
  A: -19.2% | B: -2.4% | C: -0.5% | D: -0.4% | E: 2.2% | F: -22.2%

15	COC(=O)c1ccccc1S(=O)(=O)N(Cc1cc2ccc(OC)cc2[nH]c1=O)CC1CCCO1 (stereo unspecified)
  A: 0.3% | B: ? | C: -1.9% | D: 8.9%&6.7% | E: 0.4% | F: -24.5%

17	CCOc1ccc(/C(O)=C2\C(=O)C(=O)N(c3cc(C)on3)C2c2ccccc2OC)cc1 (stereo unspecified)
  A: -30.4% | B: -20.8% | C: 0.4% | D: 8.4% | E: 6.1% | F: -7.1%

23	COc1ccccc1CNC(=O)[C@@H]1CCCN1S(=O)(=O)c1ccccc1F
  A: -28.9% | B: 7.0% | C: -3.4% | D: -13.4% | E: -3.4% | F: -10.0%

25	COc1ccc(NC(=O)CNC(=O)C2CCCCC2)cc1
  A: 0.3% | B: -11.4% | C: -2.8% | D: 10.0% | E: 5.8% | F: 54.8%

29	COc1cc(C(=O)OCC(=O)NC2CCCC2)cc(OC)c1OC
  A: -0.5% | B: 23.1% | C: 2.5% | D: 8.6% | E: 2.6% | F: 17.0%

Compounds were not picked by outcome; any-hit rate near 16%.
